Screening data as filed in PubChem BioAssay.
RGS4 pot – potentiators or activators of RGS4; HEK293 M3R/inducible RGS4, carbachol calcium flux Fluo4; stronger effect = lower value; B-score at 10 µM; 0.92% of 310,000 active;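 active = B-score of the integrated calcium signal more than 4 SD below the library mean, with starting fluorescence not abnormally high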;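 also: negative B-score means reduced calcium response which marks RGS4 activation or potentiation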
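Material: M3R-expressing HEK293 line, RGS4 induced by doxycycline | Schedule: Overnight RGS4 induction, 30 min dye load 37 °C, 20 min compound RT | Measured by: Fluo4 fluorescence kinetic imaging of calcium | Read-out: Integrated calcium ratio converted to B score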
SKKanGAS inh – blocks kanamycin growth of S. pyogenes SKKanGAS strain; inhibition, % at 7.5 µM; AID 1662; BacTiter-Glo, 6 h; 1.3% of 300,000 active;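 active = mean replicate score, as percent of positive control median, at least 50; inconclusive = mean below 50 but one replicate at or above 50; inactive = mean and every replicate below 50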;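 also: strain carries kanamycin resistance gene driven by streptokinase promoter and grows in 40 µg/ml kanamycin; loss of luminescence reflects streptokinase promoter inhibition or plain growth inhibition; 0% = median of DMSO wells and 100% = positive control at its reference dose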
TRPC6 inh – inhibitors of mouse TRPC6 channel; Q61143; HEK293-TRPC6, membrane potential dye, ACh-evoked depolarization; stronger effect = lower value; B-score at 10 µM; 1.1% of 310,000 active; AID 2553;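 active = B-score under library mean minus 3 SD, initial fluorescence not abnormally high, positive integrated signal ratio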;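 also: B-score derived from integrated fluorescence ratio over the kinetic read; more negative B-score means stronger inhibition of depolarization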
Platelet DG rel – modulates dense granule release in human platelets | human platelet-rich plasma, SFLLRN dense granule ATP release, luminescence | inhibition, %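 (compounds screened at 7.5 µM in platelet-rich plasma)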 | 0.22% of 300,000 active | AID 1663;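 active = mean replicate score, as percent of positive control, at or above 50; inconclusive = mean below 50 but at least one replicate at or above 50; inactive = mean and every replicate below 50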
TRPC6 act – mouse TRPC6 channel activation | Q61143 | HEK293-TRPC6 membrane potential dye fluorescence; stronger effect = higher value | 0.13% of 310,000 active | B-score at 10 µM;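 active = B-score of the integrated fluorescence ratio above library mean plus 3 SD, and starting fluorescence ratio within library mean plus 5 SD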;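 also: higher score means more depolarization so channel activation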
MrgX1 antag – antagonists of human MrgX1 receptor | B-score at 10 µM | 1.3% of 310,000 active | MRGX1-HEK293 calcium flux, Fluo-4, BAM8-22 antagonism; stronger effect = lower value | Q96LB2;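 active = calcium-response B-score plate-corrected more than 3 library SD below zero, starting fluorescence within 5 deviations, no agonist response on first addition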;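 also: peak minus trough fluorescence over baseline after final BAM8-22 challenge near maximal dose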
Target sequence (Q96LB2 whole entry, looked up): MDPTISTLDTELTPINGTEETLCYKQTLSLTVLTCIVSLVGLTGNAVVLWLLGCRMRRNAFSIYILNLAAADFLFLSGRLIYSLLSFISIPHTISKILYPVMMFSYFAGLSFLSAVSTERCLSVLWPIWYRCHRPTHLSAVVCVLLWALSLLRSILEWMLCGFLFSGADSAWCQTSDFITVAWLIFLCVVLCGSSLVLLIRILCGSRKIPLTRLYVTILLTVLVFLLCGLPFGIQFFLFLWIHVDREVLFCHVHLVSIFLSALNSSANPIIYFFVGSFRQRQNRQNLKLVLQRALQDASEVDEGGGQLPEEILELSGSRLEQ
HIF act – HIF pathway transcriptional activation. activation, % at 7.5 µM (by protocol). U2OS HRE-luciferase reporter, luminescence; normalized: DMSO 0%, desferrioxamine 100%. AID 1910. 0.32% of 300,000 active;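 active = mean activation of at least 10% of the iron chelator positive control signal, with at least half of replicates also reaching 10%; inconclusive = mean and replicate majority disagree about reaching 10%; inactive = mean and most replicates under 10%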
MrgX1 ag – agonists of human MrgX1 receptor | Q96LB2 | MrgX1-HEK293 cells, Fluo-4 calcium fluorescence, agonist mode; stronger effect = higher value | B-score at 10 µM | 0.44% of 310,000 active | AID 588627;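 active = calcium response B-score plate-corrected fluorescence ratio at least 3 library SD, with starting fluorescence B-score inside 5 SD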
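Assay system: stable human MrgX1 HEK293 cell line. Quantity: 15,000 cells per well. Schedule: cells plated overnight, dye loaded 0.5 h 37 °C, 0.5 h room temperature. Detection: Fluo-4 NW calcium-flux fluorescence, kinetic read. Read-out basis: peak-minus-minimum fluorescence over baseline, converted to B scores. Control set: positive and negative control wells on each plate.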
TRPC4 block – blocks the mouse TRPC4 cation channel. Q9QUQ5. HEK293 TRPC4beta/mu-opioid, DAMGO-evoked Fluo4 calcium flux; stronger effect = lower value. B-score at 10 µM. 0.39% of 300,000 active;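 active = B-score over 3 SD under the library average, no early fluorescence shift, positive overall ratio signal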
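Test system – stable TRPC4beta/mu-opioid receptor HEK293 cells · Probe or stimulus – DAMGO, a submaximal dose followed by a maximal one · Dosing – one concentration per compound · Signal – Fluo4 calcium fluorescence by kinetic imaging, 5 s 1 Hz baseline · Evaluation – per-well B score of integrated baseline-normalized Fluo4 ratio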
MrgX1 allo act – human MrgX1 positive allosteric modulation, primary screen; MrgX1-HEK293, Fluo-4 calcium flux, FDSS; stronger effect = higher value; B-score at 10 µM; 0.63% of 310,000 active;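 active = plate-corrected calcium response at least 3 library SD above typical, normal starting fluorescence, not activating the receptor alone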;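 also: compound read alongside a low EC10 to EC30 dose of BAM8-22 agonist; peak minus trough fluorescence over baseline measured at the second addition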
RGS4 block – human RGS4 inhibition; P49798; HEK293 M3R/RGS4 inducible, Fluo-4 calcium flux; stronger effect = higher value; triggered by carbachol at its EC20; B-score at 10 µM; 0.45% of 310,000 active;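 active = B-score, a plate-corrected calcium signal, over three deviations above library mean, with baseline fluorescence within five deviations of library mean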;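 also: RGS4 expression induced by doxycycline in cells with stable M3 receptor; B-score is computed from the integrated fluorescence ratio over baseline after carbachol; higher B-score means a larger calcium signal and so more RGS4 inhibition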
Target sequence (P49798 whole entry, looked up): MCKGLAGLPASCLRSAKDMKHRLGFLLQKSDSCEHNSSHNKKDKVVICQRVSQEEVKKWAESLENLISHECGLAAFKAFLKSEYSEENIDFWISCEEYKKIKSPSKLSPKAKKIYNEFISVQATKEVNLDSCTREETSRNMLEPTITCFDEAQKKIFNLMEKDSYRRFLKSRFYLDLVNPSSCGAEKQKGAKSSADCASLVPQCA
An asterisk follows results filed as active; i = inactive; ? = inconclusive; nt = no result given.

SMILES	RGS4 pot	SKKanGAS inh	TRPC6 inh	Platelet DG rel	TRPC6 act	MrgX1 antag	HIF act	MrgX1 ag	TRPC4 block	MrgX1 allo act	RGS4 block
NS(=O)(=O)c1cccc(NC(=O)COC(=O)/C=C/c2ccco2)c1	i	-14	i	-7	i	i	-0.3	i	i	i	i
N#C/C(=C(/O)C(Cl)(Cl)Cl)c1nc2ccccc2[nH]1	i	-9	i	-9	i	i	0.0	i	i	i	i
O=C(NC1CCCCC1)C(c1ccccc1)N(C(=O)Cc1ccsc1)c1ccccc1 (centres undefined)	i	2	i	1	i	i	-0.1	i	i	i	i
O=C(CCl)Nc1cccc(Oc2cnccn2)c1	i	-3	i	8	i	i	-0.3	i	i	i	i
COc1ccc(Cc2[nH]n3c(=O)cc(C)nc3c2-c2ccccc2)cc1	i	4	i	1	i	i	-0.1	i	i	i	i
CCS(=O)(=O)c1ccc(C(=O)NC2CC2)c(Cl)c1Cl	i	9	i	-12	i	i	0.7	i	i	i	i
CCC(C)(C)C1CCC2(CC1)NC(=O)N(CC(=O)N(C)CC(=O)Nc1ccccc1C(F)(F)F)C2=O (centres undefined)	i	-12	i	-40	i	i	-0.4	i	i	i	i
COc1cc(C(=O)Nc2nnc(C3CC3)s2)ccc1OCc1c(C)noc1C	i	1	i	-13	i	i	0.4	i	i	i	i
COc1cccc(NC(=O)CN(c2ccc3c(c2)OCO3)S(C)(=O)=O)c1	i	1	i	-1	i	i	0.4	i	i	i	i
CC(=O)Nc1ccc(N/C=C(\C#N)S(=O)(=O)c2ccc(Cl)cc2)cc1	i	-1	i	7	i	i	-6.1	i	i	i	i
NNC(=S)NC1CCCCCCCCCCC1	i	49	i	-3	i	i	-0.3	i	i	i	i
CCOc1ccc(NC(=O)C2CCN(S(=O)(=O)c3ccc4c(c3)CC(C)N4C(C)=O)CC2)cc1 (centres undefined)	i	4	i	-4	i	i	0.1	i	i	i	i
Clc1cccc(Oc2cnns2)c1Cl	i	-3	i	1	i	i	0.0	i	i	i	i
COc1ccc(-c2nnc3sc(COc4ccccc4)nn23)cc1	i	6	i	-1	i	i	0.0	i	i	i	i
CC(C)C(=O)Nc1cccc(NC(=S)NC(=O)C(c2ccccc2)c2ccccc2)c1	i	22	i	13	i	i	1.6	i	i	i	i
COCCNC(=O)Cn1cc(/C=C(\C#N)C(=O)NC2CCCC2)c2ccccc21	i	-2	i	-7	i	i	-32	i	i	i	i
Cc1ccc2c(c1)C1(OCCO1)C(=O)N2	i	4	i	-1	i	i	-13	i	i	i	i
Cc1ccc(OCC(=O)Nc2ccc(S(=O)(=O)N3CCOCC3)cc2)c(C)c1	i	-4	i	-5	i	nt	0.7	nt	i	nt	i
O=C(O)c1cccc(NS(=O)(=O)c2ccc3c4c(cccc24)C(=O)N3)c1	i	2	i	-4	i	i	-0.8	i	i	i	i
CCc1ccccc1NC(=O)C1CCCN(c2ncnc3onc(-c4ccc(F)cc4)c23)C1 (centres undefined)	i	6	i	-10	i	i	-0.1	i	i	i	i

Reprinted at random: 2 entries already listed.
SMILES	RGS4 pot	SKKanGAS inh	TRPC6 inh	Platelet DG rel	TRPC6 act	MrgX1 antag	HIF act	MrgX1 ag	TRPC4 block	MrgX1 allo act	RGS4 block
CC(C)C(=O)Nc1cccc(NC(=S)NC(=O)C(c2ccccc2)c2ccccc2)c1	i	22	i	13	i	i	1.6	i	i	i	i
Cc1ccc(OCC(=O)Nc2ccc(S(=O)(=O)N3CCOCC3)cc2)c(C)c1	i	-4	i	-5	i	nt	0.7	nt	i	nt	i

(next part)
SMILES	RGS4 pot	SKKanGAS inh	TRPC6 inh	Platelet DG rel	TRPC6 act	MrgX1 antag	HIF act	MrgX1 ag	TRPC4 block	MrgX1 allo act	RGS4 block
Cc1ccc(NC(=O)CSc2nnc(CCCCCNC(=O)OC(C)(C)C)o2)c(C)c1	i	2	i	-10	i	i	nt	i	i	i	i
CC1CCCN(CCCNC(=O)CN2C(=O)COc3ccc(S(=O)(=O)N4CCOCC4)cc32)C1 (centres undefined)	i	-4	i	-1	i	i	0.2	i	i	i	i
O=c1[nH]ncc(N/N=C\c2ccncc2)c1Cl	i	0	i	0	i	i	0.0	i	i	i	i
COCCn1nnnc1SCC(=O)Nc1ccc2c(c1)OCO2	i	-10	i	-2	i	i	0.0	i	i	i	i
CC(C)OCCCNC(=O)c1cccc(NC(=O)c2ccccc2)c1	i	0	i	4	i	i	0.0	i	i	i	i
O=C(O)c1ccc(Cl)c(NCc2cccnc2)c1	i	-1	i	0	i	i	-0.1	i	i	i	i
CC(NC(=O)C1CSC2(C)CCC(=O)N12)c1ccccc1Cl (centres undefined)	i	-3	i	-11	i	i	-0.1	i	i	i	i
CCS(=O)(=O)c1nc(S(=O)(=O)c2ccc(C)cc2)c(N2CCN(C)CC2)s1	i	-9	i	7	i	i	0.3	i	i	i	i
O=C(NCC1COc2ccccc2O1)c1ccccc1 (centres undefined)	i	-3	i	-3	i	i	2.9	i	i	i	i
Cc1csc(NC(=O)CCCSc2nc3ccccc3s2)n1	i	-7	i	8	i	i	-1.2	i	i	i	i
Cc1ccc2sc(N3CCN(C(=O)c4ccc([N+](=O)[O-])o4)CC3)nc2c1C	i	26	i	3	i	i	0.0	i	i	i	i
O=C(O)c1cccc(S(=O)(=O)N2CCSCC2)c1	i	4	i	3	i	i	0.1	i	i	i	i
COc1cc(C(=O)Nc2ccc(S(=O)(=O)Nc3ncccn3)cc2)c([N+](=O)[O-])cc1OC	i	7	i	2	i	i	-0.1	i	i	i	i
CC/C(=N/N=C(/CC)c1ccc(O)cc1)c1ccc(O)cc1	i	3	i	-3	i	i	-0.3	i	i	i	i
C[n+]1cc(-c2ccccc2)n2c1CCCCC2	i	-2	i	10	i	i	0.0	i	i	i	i
CCOP(=O)(OCC)C(C#N)=C1SCN(c2ccc(Cl)cc2)CS1	i	3	i	3	i	i	1.4	i	i	i	i
COc1ccc(C)cc1S(=O)(=O)N(C)CC(=O)N1CCN(C)CC1	i	7	i	1	i	i	0.2	i	i	i	i
Nc1ccc2nc3c(=O)n(C4CCCCC4)c(=O)[nH]c3nc2c1	i	19	i	-2	i	i	1.5	i	i	i	i
CC(=O)N1CCN(C(=O)C(Cc2c[nH]c3ccccc23)NC(=O)c2ccccc2Cl)CC1 (centres undefined)	i	0	i	12	i	i	-0.3	i	i	i	i
CC(C(=O)O)n1c(C(F)(F)F)nc2ccccc21 (centres undefined)	i	-1	i	2	i	i	0.0	i	i	i	i
CCN(C(=O)COC(=O)c1ccc(N2C(=O)c3ccccc3C2=O)cc1)C1CCS(=O)(=O)C1 (centres undefined)	i	-2	i	0	i	i	0.2	i	i	i	i
COc1cccc(/C=N/NC(=O)COc2cccc3cccnc23)c1O	i	27	i	3	i	i	1.8	i	i	i	i
COc1cccc(CNC(=O)C(=O)NCC2OCCCN2S(=O)(=O)c2cc(C)ccc2C)c1 (centres undefined)	i	5	i	-8	i	i	-0.2	i	i	i	i
Cc1nn2c(C)nc3sc4c(c3c2nc1=O)CC(C)(C)OC4	i	-6	i	3	i	i	0.3	i	i	i	i
CCOC(=O)c1ccc(-n2c(C)nc3c(cnn3-c3ccccc3C)c2=O)cc1	i	-2	i	9	i	i	-0.1	i	i	i	i
COc1cccc(CCNC(=O)c2cccc(NC(=O)C3=C(C)OCCS3)c2)c1	i	-3	i	3	i	i	-0.3	i	i	i	i
Cc1c(NC(=O)C(C)OC(=O)c2cc3c4ccccc4n(C)c3s2)c(=O)n(-c2ccccc2)n1C (centres undefined)	i	0	i	1	i	i	-1.7	i	i	i	i
C=C(C)C1Cc2c(C)nn(-c3cccc4ccccc34)c2C1 (centres undefined)	i	?	i	7	i	i	-0.1	i	i	i	i
Cc1ccc(C(=O)CC2SC(N)=NC2=O)cc1 (centres undefined)	i	-1	i	12	i	i	0.0	i	i	i	i
CCCOc1cc(C)c(S(=O)(=O)N2CCOCC2)cc1C	i	-2	i	-3	i	i	0.3	i	i	i	i
Cc1cccc(C)c1NC(=O)Nc1ccc2c(c1)OCO2	i	8	i	5	i	i	0.7	i	i	i	i
O=C(Nc1nccs1)c1ccc(-c2ccc([N+](=O)[O-])cc2)o1	i	-6	i	-3	i	i	0.8	i	i	i	i
COc1cc(C(=O)NCc2nnc(SCC(=O)NCc3ccccc3)o2)cc(OC)c1OC	i	-4	i	-2	i	i	-0.3	i	i	i	i
CCOc1ccc(NC(C)c2cc(Cl)ccc2O)cc1 (centres undefined)	i	-13	-5.2*	4	i	i	-0.2	i	i	i	i
O=c1cc(O)nc(SCc2ccc(Cl)cc2)[nH]1	i	104*	i	0	i	i	-0.5	i	i	i	i
COc1cccc(NC(=O)Cn2nnc(-c3ccccc3N)n2)c1	i	7	i	2	i	i	nt	i	i	i	i
CCOC(=O)Cc1ncccc1C(=O)Nc1ccc(Oc2ccccc2)cc1	i	5	i	1	i	i	0.2	i	i	i	i
OC(CN1C2=NCCCN2c2ccccc21)c1ccc(Br)cc1 (centres undefined)	i	-4	i	6	i	i	-0.9	i	i	i	i
COc1ccc(-c2nc3c(-c4ccc(Cl)cc4)cnn3cc2C)cc1F	i	1	i	-60	i	i	0.1	i	i	i	i
Cc1cc(C(=O)N=Nc2c(O)n(C(C)C)c3ccccc23)n[nH]1	i	2	i	5	i	i	0.3	i	i	i	i
NC(=O)CSc1nnc(-c2ccccn2)n1N	i	2	i	4	i	i	-0.6	i	i	i	i
Cc1ccc(C(=O)N2C(=O)C(c3ccccc3)Oc3ccccc32)cc1 (centres undefined)	i	8	i	8	i	i	-0.4	i	i	i	i
CCCOC(=O)c1ccc(NC(=O)c2ccoc2C)cc1	i	5	i	?	i	i	1.7	i	i	i	i
CS(=O)(=O)CC(=O)Nc1ccc2nc3n(c(=O)c2c1)CCCCC3	i	-5	i	4	i	i	-0.4	i	i	i	i
Cc1c(NC(=O)COC(=O)C(c2ccc(Cl)cc2)C(C)C)c(=O)n(-c2ccccc2)n1C (centres undefined)	i	1	i	-1	i	i	0.2	i	i	i	i
COc1ccc(-c2cn3cccnc3n2)cc1NC(=O)C(C)Oc1ccccc1 (centres undefined)	i	7	i	-5	i	i	0.1	i	i	i	i
